From PubChem
BoNT-F LC inh – BoNT F light chain protease inhibition; Multiplex microsphere protease cleavage assay, flow cytometry; inhibition, % at 10 µM; 360,000 tested, 0.22% active; in the data active = inhibition above about 35%, passing the limit was not always enough; inconclusive = no clear call, values can overlap the other calls; note: plate controls were buffer without enzyme for full effect and enzyme alone for no effect
BoNT A protease – blocks Botulinum neurotoxin A light chain protease. 360,000 tested, 0.17% active. inhibition, % at 10 µM. multiplex microsphere protease substrate cleavage, flow cytometry. AID 588499; note: plate controls were buffer without enzyme for full effect and enzyme alone for no effect
FadD28 FP inh – blocks FadD28 binding to the bisubstrate probe; 360,000 tested, 0.22% active; inhibition, % at 12.5 µM; fluorescence polarization; in the data active = inhibition above about 8.5%, passing the limit was not always enough; inconclusive = no clear call, values can overlap the other calls
Yp Topo-I inh – inhibitors of Yersinia pestis topoisomerase I | AID 504884 | 360,000 tested, 0.064% active | activity, % at 10 µM | Y. pestis Topo-I cleavage product accumulation, plate reader; in the data active = activity above about 50%, passing the limit was not always enough; inconclusive = no clear call, values can overlap the other calls; note: inactives centre near 2
TcdB GH inh – inhibitors of Clostridioides difficile toxin B glycohydrolase; P18177; TcdB glycohydrolase enzymatic assay, plate reader; inhibition, % at 9.99 µM; 350,000 tested, 0.24% active; in the data active = inhibition above about 10%
CCHF vOTU inh – CCHFV vOTU protease inhibition. Pep-AMC fluorescence. inhibition, % at 11.5 µM. 370,000 tested, 0.55% active. AID 651958; in the data active = inhibition above about 30%; note: 0% = vehicle wells with enzyme and 100% = no enzyme wells
PfHsp40 yeast – rescue of PfHsp40-mediated yeast toxicity | S. cerevisiae expressing PfHsp40, growth rescue, ATP luminescence | growth rescue, % at 12.5 µM | 340,000 tested, 0.68% active | AID 504582; in the data active = growth rescue above about 28%, passing the limit was not always enough; inconclusive = no clear call, values can overlap the other calls;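 note: yeast W303a lacking pdr1 and pdr3 grown in galactose medium; growth measured after three days at 30 °C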
PrPC TRFRET – cell surface PrPC inhibition, primary TR-FRET screen. P04156. TR-FRET read-out. inhibition, % at 13.8 µM. 370,000 tested, 0.43% active; in the data active = inhibition above about 24%; note: 0% = median of the test wells and 100% = reference compound wells
Anthrax LF prot – anthrax lethal factor protease inhibition. inhibition, % at 10 µM. AID 588501. P15917. multiplex microsphere protease cleavage assay, LF. 360,000 tested, 0.12% active; note: plate controls were buffer without enzyme for full effect and enzyme alone for no effect
Target sequence (P15917 whole entry, looked up): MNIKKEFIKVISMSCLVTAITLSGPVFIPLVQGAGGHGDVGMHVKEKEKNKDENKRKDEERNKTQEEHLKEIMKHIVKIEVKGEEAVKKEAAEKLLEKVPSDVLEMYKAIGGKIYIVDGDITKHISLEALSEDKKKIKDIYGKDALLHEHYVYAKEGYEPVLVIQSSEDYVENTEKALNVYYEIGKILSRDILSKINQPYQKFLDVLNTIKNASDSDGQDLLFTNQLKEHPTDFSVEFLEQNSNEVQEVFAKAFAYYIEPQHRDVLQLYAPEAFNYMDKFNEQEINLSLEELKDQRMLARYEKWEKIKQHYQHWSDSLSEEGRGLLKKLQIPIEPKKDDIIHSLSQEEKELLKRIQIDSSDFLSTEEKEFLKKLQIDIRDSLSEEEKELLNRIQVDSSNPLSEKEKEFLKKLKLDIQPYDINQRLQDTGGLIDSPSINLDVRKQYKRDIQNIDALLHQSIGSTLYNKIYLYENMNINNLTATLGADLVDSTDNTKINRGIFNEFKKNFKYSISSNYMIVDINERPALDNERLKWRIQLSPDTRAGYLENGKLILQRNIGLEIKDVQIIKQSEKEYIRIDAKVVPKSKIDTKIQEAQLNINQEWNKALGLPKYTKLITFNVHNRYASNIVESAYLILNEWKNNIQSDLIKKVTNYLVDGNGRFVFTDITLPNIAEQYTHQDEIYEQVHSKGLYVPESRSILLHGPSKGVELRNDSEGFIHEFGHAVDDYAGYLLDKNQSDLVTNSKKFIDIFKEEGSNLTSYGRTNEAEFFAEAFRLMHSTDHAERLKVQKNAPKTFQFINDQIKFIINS
* = called active by the depositor; ? = inconclusive; · = no result given. Cut-off read from the data, not from the text of the source, unless noted: active = inhibition above about 30%; inconclusive = no clear call, values can overlap the other calls; inactive = below that.

SMILES	BoNT-F LC inh	BoNT A protease	FadD28 FP inh	Yp Topo-I inh	TcdB GH inh	CCHF vOTU inh	PfHsp40 yeast	PrPC TRFRET	Anthrax LF prot
Cc1ccc(OCC(=O)N(Cc2ccco2)c2c(N)n(Cc3ccccc3)c(=O)[nH]c2=O)cc1C	9.4	0.1	-4.2	8.3	1.8	5.9	-1.0	4.5	3.6
Cc1ccc(NC(=O)CSc2ccc3c(c2)OCCO3)nc1	·	·	-2.2	7.2	1.0	13.9	0.3	-1.0	·
CCCSc1nnc(NC(=O)CSc2sc3c(O)cc(=O)[nH]c3c2C#N)s1	2.2	-0.4	15.8*	-4.6	-1.5	12.6	6.3	6.0	1.4
Clc1ccc(-c2ccc(CNCC3CCCO3)o2)cc1 (stereo not given)	?	0.3	0.0	9.4	1.0	-1.1	-0.4	1.6	-7.6
COc1cc(NC(=O)CSc2nnc(-c3ccncc3)o2)cc(OC)c1OC	15.3	-0.2	0.7	1.6	-0.7	12.9	0.4	-8.1	-1.1
COc1ccc(Cc2nnc(NS(=O)(=O)c3ccc([N+](=O)[O-])cc3)s2)cc1	1.7	-1.0	-8.3	7.1	1.3	17.9	1.2	-11.1	-0.8
COc1ccccc1/C=C/C(=O)Nc1ccc(S(=O)(=O)Nc2cc(C)nc(C)n2)cc1	-1.0	-1.0	-5.7	-1.6	-0.2	3.8	0.2	-3.9	0.6
Cc1ccccc1C(=O)N1CCN(c2ncccn2)CC1	?	1.9	-3.8	-9.1	0.2	-10.8	0.5	6.3	10.1
COc1cc(Cl)c(C)cc1NC(=O)CN(C)C1CCS(=O)(=O)C1 (stereo not given)	·	·	-1.3	-8.4	0.9	3.6	0.5	1.2	·
O=C(NCSc1ccncn1)c1ccccc1	2.6	2.6	0.4	8.5	·	8.8	0.6	-5.6	-1.4
O=C(O)/C=C/C(=O)N1CCN(c2cccc(Cl)c2)CC1	-1.2	0.6	-2.2	0.5	0.1	-12.1	-1.7	5.0	-6.4
COc1cccc(OC)c1C(=O)Nc1ccc2c(c1)N(S(=O)(=O)c1cccs1)CCC2	-3.2	-1.9	-1.1	16.1	0.8	3.6	-0.8	2.9	-2.9
Brc1cc(Br)cc(CN2CCSCC2)c1	-1.0	0.5	-0.8	-1.7	1.6	-3.3	·	-3.1	0.7
Cc1nc(-c2cc(-c3nc(-c4ccc(C(F)(F)F)cc4)no3)no2)cs1	?	?	-2.8	-6.8	0.4	-5.2	0.1	7.4	3.4
O=C(NC1CCCCC1)C(c1ccccn1)N(C(=O)c1csnn1)c1ccccc1F (stereo not given)	6.9	-3.5	-1.7	6.8	1.1	-9.4	-1.4	6.7	-5.1
CCn1cc(C(=O)N2CCc3ccccc32)c(=O)c2cc(S(=O)(=O)N(C)C3CCCCC3)ccc21	2.5	0.4	0.3	18.7	·	4.7	-0.4	9.7	-1.1
CC(C)(C)C(=O)Nc1nnc(-c2ccccc2)c(-c2ccccc2)n1	?	-6.5	-0.3	1.4	1.5	4.9	0.5	-7.2	-3.9
CCn1c(=O)cc(NC2=NCC(C)CN2c2cccc(Cl)c2)n(C)c1=O (stereo not given)	2.0	?	-3.0	2.3	·	4.1	-0.6	0.3	-8.5
O=C1NC(=O)C(c2ccccc2[N+](=O)[O-])=C1Nc1ccc(O)c(Cl)c1	-16.0	-1.2	?	-4.4	0.0	11.5	1.1	-19.4	-6.1
O=c1[nH][nH]c2c1[C@H](c1ccc(Cl)cc1)O[C@H](C1CCCCC1)C2	-12.4	0.1	·	·	-1.5	13.2	·	-0.9	-4.2
CC(=O)c1c(C)[nH]c(C(=O)OCC(=O)NCCCc2ccccc2)c1C	-9.7	-0.4	1.0	11.3	0.9	5.5	0.2	7.1	-2.0
O=C(Nc1ccc(Br)cc1)/C(=C/c1cccc([N+](=O)[O-])c1)NC(=O)C1CCCCC1	-4.1	-0.3	-0.6	-6.7	·	-12.0	0.7	4.3	0.2
NC(=O)C1CCCN(C(=O)CCc2nnc(C3(c4ccc(Cl)cc4)CCC3)o2)C1 (stereo not given)	-10.1	-3.2	0.6	7.5	-0.1	-1.1	-1.3	-4.9	-3.0
Cc1c(NCc2cc(Cl)ccc2O)c(=O)n(-c2ccccc2)n1C	9.8	0.2	-3.2	-0.5	·	2.6	0.0	5.7	1.9
CC(=O)c1ccc(NC(=O)C(C)Nc2ccc(Cl)cc2)cc1 (stereo not given)	-2.0	-1.1	-2.0	-4.1	1.3	1.4	-1.5	4.8	-0.7
C=CCc1ccc(OCCn2nnc3ccccc32)c(OC)c1	9.3	-1.2	-2.5	24.1	0.7	-9.5	1.9	11.4	10.1
COC(=O)/N=C/c1c(NCc2ccccc2)nc2c(C)cccn2c1=O	-1.3	-0.5	-1.4	3.2	·	1.4	0.1	7.7	-1.4
CC(CNC(=O)COC(=O)c1cccs1)c1ccccc1 (stereo not given)	4.7	-0.1	-1.3	-2.3	1.5	0.3	-2.1	6.1	1.8
C/C(=N\NC(=O)c1nn(C)c(C)c1Br)c1ccc(NC(=O)c2ccoc2C)cc1	-0.7	0.1	-0.9	1.6	·	-16.0	-0.5	-4.7	0.1
O=C(CN1C(=O)NC2(CCCC2)C1=O)NNC(=O)c1ccc(Cl)cc1	-21.4	0.0	-1.7	5.8	1.1	1.9	-1.4	-0.8	-7.9
Cc1ccc(-c2nc(CS(=O)CC(=O)NC3CCCC3)c(C)o2)cc1 (stereo not given)	-5.8	-0.1	-5.5	6.5	-0.1	-0.9	0.3	6.8	-0.7
CCOc1cc(NC(=S)NCc2ccccc2)c(OCC)cc1NC(=O)C(C)C	-8.7	-2.8	0.2	19.9	0.3	4.8	-1.2	-7.5	2.7
O=C(CSc1nc2ccccc2s1)Nc1ncccn1	-12.4	-1.2	-3.6	-6.3	·	7.2	-0.2	10.7	-2.0
COc1ccc(C(=O)/C=C/C(=O)N(Cc2ccccc2)C(C(=O)NC2CCCCC2)c2ccncc2)c(O)c1 (stereo not given)	11.0	-0.5	-1.2	22.8	1.1	-5.4	0.8	-5.9	-2.7
CC(NC(=O)c1cc(-c2ccc(Br)cc2)on1)c1ccccc1 (stereo not given)	-8.3	-0.4	-3.5	2.8	·	-1.2	0.7	-2.7	-1.3
Cc1c(NS(=O)(=O)c2ccc(Br)cc2)c(=O)n(-c2ccccc2)n1C	32.6	-1.2	-2.2	3.1	1.9	4.6	0.8	-2.5	28.0
O=C(Nc1ccc2c(c1)OCCO2)c1cccc(S(=O)(=O)N2CCOCC2)c1	1.0	0.6	-4.1	-10.8	·	-3.5	0.8	7.4	-1.1
Cc1ccc(NC(=O)O/N=C/c2cccc([N+](=O)[O-])c2)cc1	-7.5	-2.1	-2.9	-14.2	-0.4	6.2	1.0	1.4	-6.6
O=[N+]([O-])c1cc(Cl)ccc1N1CCN(c2cccc(C(F)(F)F)c2)CC1	-11.3	-2.8	0.3	7.1	·	-10.0	1.8	-2.2	-6.9
COCc1c(C(=O)NCCOc2ccc(Cl)cc2)oc2ccccc12	0.7	1.2	-2.6	31.3	0.8	15.2	4.5	-1.3	1.5
O=C(COc1c(CO)cc(Br)cc1CO)NC1CCCc2ccccc21 (stereo not given)	8.3	0.0	-1.2	15.6	-0.2	-5.5	1.1	10.3	4.4
Cc1ccc(NS(=O)(=O)c2cc3c4c(c2)CC(=O)N4CCC3)cc1C	-16.0	-3.9	-3.7	4.4	1.1	14.1	0.5	8.2	-0.7
COc1ccc(Cc2nc(C(=O)Nc3ccc(OC)cc3)cs2)cc1	?	-0.5	-1.3	28.9	·	11.3	2.8	7.3	-6.5
O=C(Nc1c(-c2cccs2)nc2ccccn12)c1ccccc1F	-4.3	0.3	-0.6	3.7	1.6	5.4	-0.5	1.8	-1.4
CCOc1ccc(CN2CCN(Cc3ccon3)CC2CCO)cc1 (stereo not given)	-2.6	0.2	-1.1	4.4	1.2	-5.3	0.1	0.3	-1.5
COC(=O)C(Cc1ccccc1)NC(=O)CNS(=O)(=O)c1ccc(Br)cc1 (stereo not given)	2.6	-0.3	0.2	5.3	0.7	-9.9	-0.4	-4.4	-4.7
CC(C)(C)C(=O)Nc1ccc(NC(=O)c2ccco2)nc1	1.4	-0.4	-3.8	7.8	2.9	11.9	-0.6	-10.2	-3.1
CC(=O)OCCCNc1cc(SCc2ccco2)c2nonc2c1[N+](=O)[O-]	-6.5	0.1	-0.1	2.4	·	55.0*	0.0	-15.4	-3.4
O=C(N/C(=C/c1ccc(Cl)cc1)c1nc2ccccc2[nH]1)c1ccco1	24.8	0.5	-2.0	0.4	·	12.5	-1.9	5.5	9.2
O=c1cc(-c2ccccc2)cc(-c2ccccc2)n1O	-5.0	-0.9	-1.6	14.4	0.2	4.2	?	-9.5	0.2

Random excerpt: six records from the list, in no set order.
SMILES	BoNT-F LC inh	BoNT A protease	FadD28 FP inh	Yp Topo-I inh	TcdB GH inh	CCHF vOTU inh	PfHsp40 yeast	PrPC TRFRET	Anthrax LF prot
CCOc1ccc(CN2CCN(Cc3ccon3)CC2CCO)cc1 (stereo not given)	-2.6	0.2	-1.1	4.4	1.2	-5.3	0.1	0.3	-1.5
O=C(N/C(=C/c1ccc(Cl)cc1)c1nc2ccccc2[nH]1)c1ccco1	24.8	0.5	-2.0	0.4	·	12.5	-1.9	5.5	9.2
COC(=O)C(Cc1ccccc1)NC(=O)CNS(=O)(=O)c1ccc(Br)cc1 (stereo not given)	2.6	-0.3	0.2	5.3	0.7	-9.9	-0.4	-4.4	-4.7
Cc1ccc(NS(=O)(=O)c2cc3c4c(c2)CC(=O)N4CCC3)cc1C	-16.0	-3.9	-3.7	4.4	1.1	14.1	0.5	8.2	-0.7
CC(C)(C)C(=O)Nc1ccc(NC(=O)c2ccco2)nc1	1.4	-0.4	-3.8	7.8	2.9	11.9	-0.6	-10.2	-3.1
O=C(COc1c(CO)cc(Br)cc1CO)NC1CCCc2ccccc21 (stereo not given)	8.3	0.0	-1.2	15.6	-0.2	-5.5	1.1	10.3	4.4

Additional results
SMILES	BoNT-F LC inh	BoNT A protease	FadD28 FP inh	Yp Topo-I inh	TcdB GH inh	CCHF vOTU inh	PfHsp40 yeast	PrPC TRFRET	Anthrax LF prot
COCCn1c(C)c(C(=O)O)sc1=S	9.1	0.5	-1.5	-6.7	·	17.5	-0.1	-7.8	-4.0
Cc1cc(S(=O)(=O)N2CCCCC2)c(C)s1	-2.7	-1.8	0.2	-1.5	0.9	-1.9	-1.2	7.0	-0.8
CC(C)(C)N1CC(C(=O)Nc2ccc(C#N)cc2)CC1=O (stereo not given)	-18.8	-0.1	-1.5	1.4	0.5	-10.3	-1.4	-5.3	-12.3
Cc1nc(Cc2nnc(SC(C)C(=O)Nc3cccc(C#N)c3)o2)cs1 (stereo not given)	4.8	2.5	-3.2	-1.4	·	·	0.2	·	-1.4
O=[N+]([O-])c1ccc(S(=O)(=O)N/N=C/c2cccs2)cc1	-4.4	0.1	0.5	1.9	0.4	4.9	0.0	-5.7	1.1
CC1(C)OC(=O)N(CCc2ccccc2)C1(C)O (stereo not given)	-7.0	-4.0	-1.0	-1.7	·	-2.8	-1.6	0.9	-1.6
Cc1ccccc1C=Nc1ccccc1C(N)=O	-2.6	-0.4	2.0	5.8	·	-91.5	-1.4	9.1	-0.6
CC1CCCC(n2c(=S)[nH]c3ccccc3c2=O)C1C (stereo not given)	4.0	3.7	-0.6	9.4	1.3	-5.1	10.2	-0.8	-12.9
CN(Cc1ccccc1)C(=O)[C@@H]1CCCN1S(=O)(=O)c1ccc(Cl)cc1	3.8	0.2	0.3	15.9	-4.2	13.4	2.4	1.4	2.0
COc1ccc(-c2nnc(SCC(=O)NCC3CCCO3)o2)cc1 (stereo not given)	1.0	1.3	-1.7	9.6	0.0	25.1	-0.6	-0.5	-0.2
O=C(Nc1ncccc1O)c1ccc(OCC2CCCO2)cc1 (stereo not given)	5.5	0.7	-2.8	6.8	2.2	-2.5	0.4	0.4	-0.1
NC(=O)c1ccccc1NC(=S)NC(=O)c1ccc(Br)o1	-11.3	-0.4	0.4	1.0	·	16.8	-1.1	7.8	-0.7
O=C(c1ccc(S(=O)(=O)N2CCOCC2)cc1)N1CCN(c2ccccc2F)CC1	-3.4	-0.8	-1.0	25.6	·	1.4	-0.6	-3.0	3.4
COc1ccc(OC)c(C(=O)N2CCC(CCC(=O)NC3CC3)CC2)c1	0.7	-0.6	-0.5	-0.4	-1.1	-7.4	-0.8	2.3	-3.3
